14-3-3g Raf – alters human 14-3-3 gamma binding to Raf peptide | P61981 | FP, 14-3-3gamma / TMR-pS259-Raf peptide binding | inhibition, % at 40 µM | hit rate 0.19% among 160,000 | AID 422; in the data active means inhibition above about 30%;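 further: 0% = protein plus tracer without compound and 100% = blank with tracer alone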
Target sequence (P61981 whole entry, looked up): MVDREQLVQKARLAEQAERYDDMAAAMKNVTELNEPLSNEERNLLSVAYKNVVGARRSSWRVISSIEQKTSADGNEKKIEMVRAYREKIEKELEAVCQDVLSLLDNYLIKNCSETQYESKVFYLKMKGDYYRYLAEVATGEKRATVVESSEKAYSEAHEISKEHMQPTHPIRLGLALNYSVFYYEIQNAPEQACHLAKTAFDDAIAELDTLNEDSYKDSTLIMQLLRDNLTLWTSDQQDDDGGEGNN
* hit, by the source's call; & = joins results of further samples.

SMILES	14-3-3g Raf
COc1ccccc1C(=O)Nc1c2c(nn1-c1ccc([N+](=O)[O-])cc1)CS(=O)(=O)C2	8
CN(C)CCCN1C(=O)C(O)=C(C(=O)c2ccco2)C1c1ccccc1 (configuration not stated)	-6
O=C(c1ccc(COc2c(F)c(F)c(F)c(F)c2F)o1)N1CCOCC1	-1
O=C(Nc1ccc(Cl)c(-c2nc3ccccc3o2)c1)c1ccc(Cl)c([N+](=O)[O-])c1	-123
O=C(NCCCN1CCCC1)c1ccc(N2CCCC2=O)cc1	3
O=S(=O)(NC1CCCCC1NS(=O)(=O)c1ccc(F)cc1)c1ccc(F)cc1 (configuration not stated)	-8
N#Cc1ccc(COc2ccc(CCO)cc2-n2nc3ccccc3n2)cc1	-3
O=S(=O)(c1ccc(Cl)cc1)c1nc(-c2ccccc2Br)oc1N1CCOCC1	-2
CCOc1ccc(NC(=O)CC2Nc3cc(C)c(C)cc3NC2=O)cc1 (configuration not stated)	-3
CCCCS(=O)(=O)NC1=NCN(C)CN1	-3
N#Cc1c(N)n(-c2ccc(O)cc2)c2nc3ccccc3nc12	-10
Cc1ccc(-n2nc3c(c2NC(=O)c2ccc(C)c([N+](=O)[O-])c2)CS(=O)(=O)C3)cc1	1
CCOC(=O)c1nn(-c2ccc(C)cc2)c(=O)c2c(NC(=O)c3cc(Cl)ccc3OC)scc12	-2
COc1cc(C2NC(=O)N(C)C(C)=C2C(=O)OCCOc2ccccc2)cc(Br)c1O (configuration not stated)	-1
CCN(CC)c1ccc2cc(-c3nc(-c4ccc(C)c(C)c4)cs3)c(=O)oc2c1	-96
COc1ccc(Nc2nc3ccccc3nc2NS(=O)(=O)c2ccc(Br)cc2)c(OC)c1	-5
Cc1ccc(OCC(=O)Nc2ccc(S(=O)(=O)N3CCCC3)cc2)cc1	-6
O=C(NCc1cccs1)C1CCCN(S(=O)(=O)c2cccs2)C1 (configuration not stated)	-12&-7
Fc1ccc(-c2nc(-c3cccnc3)no2)cc1	-2
COc1ccc(OC)c(CN2CCN(Cc3cc(OC)c(O)c(OC)c3)CC2)c1	-8
CC(=O)Nc1ccc(S(=O)(=O)NC2(C(F)(F)F)NC(=O)N(C3CCCC3)C2=O)cc1 (configuration not stated)	7
Cc1noc(C)c1S(=O)(=O)N1CCC(C(=O)NCCN2CCC(Cc3ccccc3)CC2)CC1	-20
COc1cc2c(cc1OC)C(C)N(C(=O)C(c1ccccc1)c1ccccc1)CC2 (configuration not stated)	9
CCOc1ccccc1NC(=O)CCC(=O)OC(C)C	0
COC(=O)c1ccc(-n2c(C=Cc3cccc(OC)c3OC)nc3ccccc3c2=O)cc1	5

Laid out differently: entries from further up
Fc1ccc(-c2nc(-c3cccnc3)no2)cc1
  14-3-3g Raf: -2
O=S(=O)(NC1CCCCC1NS(=O)(=O)c1ccc(F)cc1)c1ccc(F)cc1 (configuration not stated)
  14-3-3g Raf: -8
O=S(=O)(c1ccc(Cl)cc1)c1nc(-c2ccccc2Br)oc1N1CCOCC1
  14-3-3g Raf: -2
O=C(c1ccc(COc2c(F)c(F)c(F)c(F)c2F)o1)N1CCOCC1
  14-3-3g Raf: -1

Back to the main list with the 6 entries that preceded the break.
SMILES	14-3-3g Raf
COc1ccc(OC)c(CN2CCN(Cc3cc(OC)c(O)c(OC)c3)CC2)c1	-8
CC(=O)Nc1ccc(S(=O)(=O)NC2(C(F)(F)F)NC(=O)N(C3CCCC3)C2=O)cc1 (configuration not stated)	7
Cc1noc(C)c1S(=O)(=O)N1CCC(C(=O)NCCN2CCC(Cc3ccccc3)CC2)CC1	-20
COc1cc2c(cc1OC)C(C)N(C(=O)C(c1ccccc1)c1ccccc1)CC2 (configuration not stated)	9
CCOc1ccccc1NC(=O)CCC(=O)OC(C)C	0
COC(=O)c1ccc(-n2c(C=Cc3cccc(OC)c3OC)nc3ccccc3c2=O)cc1	5
CCC(=O)OCc1cc2cccc(C)c2[nH]c1=O	-8
Cc1cc(C(=O)N2CCc3ccccc32)n(-c2ccccc2)n1	-7
CCOc1ccc(Oc2nc(NCC(C)C)nc(N(C)C)n2)nn1	5
Clc1ccc2oc(-c3ccccc3)nc2c1	-209
O=C1NCCCC1C(=O)N1CCN(C(=O)C2CCCNC2=O)CC1 (configuration not stated)	-5
Cc1oc2c(cc(NS(=O)(=O)c3cccs3)c3ccccc32)c1C(=O)OCc1ccccc1	-85
FC(F)(F)c1ccc2c(c1)nc1n2CCCC1	-3
COc1ccccc1C(=O)Oc1ccc2c(C)cc(=O)oc2c1	-5
N#Cc1c(N=Cc2c[nH]c3ccccc23)oc(-c2ccccc2)c1-c1ccccc1	-47
O=C(NC1CCCC1)c1cc(=O)[nH]c2ccc(Br)cc12	-1
Cc1c(/C(O)=C2/C(=O)C(=O)N(CCCN3CCOCC3)C2c2ccncc2)cnn1-c1ccccc1 (configuration not stated)	1
O=C1c2ccccc2S(=O)(=O)N1CC(O)Cn1c2ccccc2c2ccccc21 (configuration not stated)	4
CCOCCCn1c(=S)[nH]c2cc3ccccc3cc2c1=O	-4
COc1ccc(NC(=O)c2ccc3c(c2)C(=O)N(c2ccc(Sc4ccc([N+](=O)[O-])cc4)cc2)C3=O)cc1	-306
O=C(O)C1CC(=O)N(c2ccc(Oc3ccccc3)cc2)C1 (configuration not stated)	-7
CC(C)C(=O)Nc1ccc2oc(-c3ccncc3)nc2c1	-4
COC(=O)c1[nH]c2c(c1C)C(=O)CC(c1ccccc1)C2 (configuration not stated)	7&-4
Oc1c(C(c2ccco2)N2CCN(C(c3ccccc3)c3ccccc3)CC2)sc2ncnn12 (configuration not stated)	-8
CC1(C)CC(=O)C(C(=S)Nc2ccccc2)=C(NCCN2CCOCC2)C1	-5
COc1ccc2c(c1)c(C=Cc1nc3ccccc3c(=O)n1-c1ccccc1[N+](=O)[O-])c(C)n2C	-1
O=C(CSc1ncnc2c1oc1ccccc12)N1CCCc2ccccc21	-10
O=C(NCC12C=CC(O1)C1C(=O)N(Cc3ccccc3)C(=O)C12)c1cccs1 (configuration not stated)	-8
O=C(Nc1ccc2oc(-c3ccccc3F)nc2c1)c1ccc([N+](=O)[O-])o1	1
COc1cccc(C=Cc2[nH]c(=O)[nH]c(=O)c2[N+](=O)[O-])c1	-13&-19
Cc1ccc(-n2nnnc2SC(C)C(=O)Nc2ccc(Cl)cn2)cc1 (configuration not stated)	-7
Additional records.
SMILES	14-3-3g Raf
COc1ccc(CCn2c(SCc3ccccc3F)nc3ccc(N4CCOCC4)cc3c2=O)cc1OC	-4
CCOC(=O)C1=C(C)Nc2nc(SCc3ccc(C)cc3C)nn2C1c1ccc([N+](=O)[O-])cc1 (configuration not stated)	-2
Cc1noc(C)c1S(=O)(=O)N1CCC(C(=O)N2CCN(c3ccc(F)cc3)CC2)CC1	-2&-2
O=C(CSc1nnc(-c2cccs2)n1-c1ccccc1)NCC1CCCO1 (configuration not stated)	6
Cc1ccccc1OCC(=O)Nc1ccc2c(c1)OCO2	-2&-16
CCOc1ccc(S(=O)(=O)N(C(C)=O)c2ccc3oc(C)c(C(C)=O)c3c2)cc1	-9
COc1ccc(-c2nn(C)c3sc(C(=O)NCc4ccco4)cc23)cc1OC	-13
CC1CCN(CCCNC(=O)c2cc(Sc3ccc(F)cc3)nc3ccccc23)CC1	-7
COc1cc(Nc2cc(N3CCCC3)c3noc4c3c2C(=O)c2ccccc2-4)cc(OC)c1OC	-81
CC1CCc2c(sc3ncnc(SCC(=O)OC4CCCCC4)c23)C1 (configuration not stated)	8
CCOc1ccc(NC(=O)c2ccc(N3CC4CC(C3)c3cccc(=O)n3C4)c(NC(=O)c3cccnc3)c2)cc1 (configuration not stated)	2
COc1ccc(C(c2c(O)ccc3ccccc23)N2CCOCC2)c(OC)c1 (configuration not stated)	-1
O=C(NCCN1CCOCC1)c1cc2sccc2n1Cc1ccc(F)cc1	-1
Cn1c(=O)c2cc(S(=O)(=O)N3CCC(c4ccccc4)CC3)ccc2n(C)c1=O	1
Cc1cc(=S)cc(C)n1Cc1ccco1	-11
CC(=O)N1N=C(c2cccc([N+](=O)[O-])c2)OC1(C)C	-1
CCCc1nnc2c3c4c(sc3ncn12)CC(C)CC4 (configuration not stated)	1
O=C1Nc2cc(Cl)cnc2N2CCCC12 (configuration not stated)	-2
CC(=O)c1ccc(Oc2ccc(Cl)cc2)cc1Cl	3
COc1ccc(N(CC(=O)NC2CCCCC2)S(=O)(=O)c2cccnc2)cc1	0
CCOc1cccc2cc(C(=O)NC(C)=O)c(=Nc3ccccc3C)oc12	-22
Cn1cnc([N+](=O)[O-])c1Sc1nc2ccccc2[nH]1	1
Cc1cc(C)c(Cc2c(C)nc3c(C(=O)NCCCN4CCOCC4)cnn3c2C)c(C)c1	-11
COc1ccc(NC(=O)Cn2cnc3sc(C)c(S(=O)(=O)N4CCC(C)CC4)c3c2=O)cc1Cl	-19
COc1cccc(C2C3=C(CC(c4ccccc4)CC3=O)Nc3ccccc3N2C(=O)CCC(=O)O)c1 (configuration not stated)	2
The listing continues:
SMILES	14-3-3g Raf
O=C(Cc1ccccc1)Nc1c(C(=O)c2ccccc2)oc2ccccc12	-5
CCCN(CCC)S(=O)(=O)c1ccc(F)c(C(=O)Nc2ccc(C)c(F)c2)c1	0
CCCn1cnc2sc(C(=O)N3CCN(c4ccccc4)CC3)c(C)c2c1=O	0
CCOC(=O)C1=C(C)Nc2nnnn2C1c1cc(OC)c(OC)c(OC)c1 (configuration not stated)	2
Cc1ccc(S(=O)(=O)N(CC(=O)Nc2ccc(S(=O)(=O)N3CCCCC3)cc2)c2ccccc2)cc1	-5
COc1ccc(NS(=O)(=O)c2ccc3[nH]c(=O)sc3c2)cc1	-10
Cn1c(=O)c2c(nc(N3CCCC3)n2CCCc2ccccc2)n(C)c1=O	-2
Cc1ccc(N2COc3ccc4ccccc4c3C2)cc1C	-4
COc1nonc1OCCCNc1cc(Cl)ccc1[N+](=O)[O-]	8
Cc1cc(C)n2nc(SCc3ccccc3F)nc2n1	-16
CCCn1c(=O)c(C(=O)NCc2cccc(F)c2)c(O)c2ccccc21	-4
CCOC(=O)C1=C(N)OC2=C(C(=O)CCC2)C1c1ccc2c(c1)OCO2 (configuration not stated)	-16
CC(=O)Nc1ccc(N=Cc2nc(-c3ccc(C)cc3)oc2O)cc1	-6
O=C(Cn1ccc2ccccc2c1=O)NCCC(=O)NC1CCCC1	0
CCOC(=O)N1CCN(S(=O)(=O)/C=C/c2ccccc2)CC1	-1
CCc1nc2ccccc2c(=O)n1CCCCn1c(CC)nc2ccccc2c1=O	0&-5
COC(=O)c1ccc(NC(=O)C2CC(=O)N(C)C(=Nc3ccc(OC(F)(F)Cl)cc3)S2)cc1 (configuration not stated)	12
Cc1nc2ccc(S(=O)(=O)NC(C(=O)NCc3cccs3)C(C)C)cc2s1 (configuration not stated)	-6
O=C(CCSCCc1ccncc1)NCCCN1CCOCC1	-15
O=C(NCc1ccncc1)c1nnc(Cc2c(F)cccc2Cl)o1	4
CC(=O)Nc1ccc2c(c1)nc(CCN1CCOCC1)n2C	0
COc1ccc(C(=O)Nc2cc3cccc([N+](=O)[O-])c3oc2=O)c(Cl)c1	0
O=C(C1CCCN(S(=O)(=O)c2cccc3nonc23)C1)N1CCN(c2cccc(C(F)(F)F)c2)CC1 (configuration not stated)	-221
CC(C)C(NS(=O)(=O)c1cccs1)C(=O)N1CCN(c2ccccc2Cl)CC1 (configuration not stated)	-2
O=C(CN1C(=O)c2ccccc2C1=O)Nc1ccccc1C(=O)N1CCCC1	-2
(next part)
SMILES	14-3-3g Raf
Cc1c(NS(=O)(=O)c2ccc(CN3C(=O)c4ccccc4C3=O)cc2)c(=O)n(-c2ccccc2)n1C	-5
Cn1c(=O)c2c(nc(Oc3ccccc3)n2Cc2ccc(Cl)cc2)n(C)c1=O	0
COc1ccc(-n2ncc3c(Nc4cccc5c4CCCC5)ncnc32)cc1	-6
Cc1c(C(=O)O)oc2ccc(S(=O)(=O)NCc3ccc4c(c3)OCO4)cc12	8
Cc1ccc(C(=O)Nc2ncc(Cc3ccc(Br)cc3)s2)cc1	-5
CCOc1ccc(-n2nc(C(=O)Nc3ccc4c(c3)OCCO4)c3ccccc3c2=O)cc1	12
O=C(c1cccs1)n1nc(-c2ccccc2)nc1NCc1ccco1	-3
COc1ccc(Cl)cc1Nc1nc(C)nc2sc(C)c(C)c12	-1
O=C(CN1CCN(S(=O)(=O)c2ccc(Cl)cc2)CC1)Nc1ccc2c(c1)OCCO2	-12&-7
Cc1nc2sc(C(c3cccs3)N3CC(C)OC(C)C3)c(O)n2n1 (configuration not stated)	-8
CC(=O)C1=C(O)C(=O)N(CCCCCC(=O)O)C1c1ccc(N(C)C)cc1 (configuration not stated)	-2
COc1ccc(N2CCN(C(=O)c3ccc(-n4c(=S)[nH]c5ccccc5c4=O)cc3)CC2)cc1	-13
Cc1ccc(N=c2oc3ccccc3cc2C(N)=O)cc1	3
COCCn1cc(C(=O)NCCN(C)C)c2c3ccccc3n(C)c2c1=O	5
COc1ccc(-n2ncnc2-c2ccc(Cl)cc2)cc1	-2
Cc1ccc(-n2c(CCC(=O)O)ccc2-c2ccc(F)cc2)c(C)c1	-1
O=C(Nc1nccs1)c1cc2cc([N+](=O)[O-])ccc2oc1=Nc1cccc(Br)c1	-6
O=S(=O)(N=C(Nc1ccccc1I)c1ccccc1)c1ccc(Cl)cc1	-11
Cc1ccc(-c2nnc(SCC(=O)Nc3ccccc3F)o2)cc1	8
O=C(c1ccn(C(=O)NC2CCCCC2)n1)N1CCOCC1	4
CCOC(=O)Cn1c(C)c(C#N)c2ccccc21	-5
CCN1CCN(c2ncc3c(n2)CC(c2cc(OC)c(OC)c(OC)c2)CC3=O)CC1 (configuration not stated)	-8
COC(=O)c1ccccc1NC(=O)c1ccccc1OC	1
O=C(c1ccc2c(=O)n(-c3cccc(C(F)(F)F)c3)c(=S)[nH]c2c1)N1CCN(c2ccccc2)CC1	-1

Ordered by the number under 14-3-3g Raf (ascending): three of the compounds above
SMILES	14-3-3g Raf
Cc1nc2sc(C(c3cccs3)N3CC(C)OC(C)C3)c(O)n2n1 (configuration not stated)	-8
CC(=O)C1=C(O)C(=O)N(CCCCCC(=O)O)C1c1ccc(N(C)C)cc1 (configuration not stated)	-2
COCCn1cc(C(=O)NCCN(C)C)c2c3ccccc3n(C)c2c1=O	5

Compound activity (PubChem)

An excerpt, so the mix of outcomes need not match the whole.
